Compound activity as filed in PubChem.
TIM10 inh: growth inhibitors of isogenic TIM10 control yeast, primary screen, counter-screen for tim10-1 yeast inhibitor project, luminescence, uHTS | S. cerevisiae TIM10 strain growth, BacTiter-Glo luminescence, 24 h | inhibition, % at 10 µM | hit rate 1.4% among 330,000 | AID 463195, 2010;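 active = inhibition of 40% or more at the single tested concentration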;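 note: wild-type TIM10 isogenic control strain grown at permissive 25 °C; 0% = DMSO yeast wells and 100% = minimal medium wells without yeast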
GRIN3A LBD mod: binders of NR3A ligand-binding domain, primary screen, biophysical, differential scanning fluorimetry, uHTS. Glutamate receptor ionotropic, NMDA 3A (GRIN3A) ligand-binding domain. NR3A LBD differential scanning fluorimetry, Tm shift; 0% = protein alone, 100% = glycine-bound protein. Tm shift relative to glycine control, % at 25 µM. hit rate 2.5% among 340,000. AID 1259313, 2017;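 active = melting temperature shift of at least 10% of the positive control shift, at one fixed dose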
tim23-1 inh: growth inhibitors of tim23-1 mutant yeast, primary screen, luminescence, uHTS; hit rate 1.3% among 330,000; AID 463212, 2010; inhibition, % at 20 µM; S. cerevisiae tim23-1 growth, BacTiter-Glo luminescence, 24 h;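 active = growth inhibition of the mutant yeast at or above 50%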;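 note: temperature-sensitive mutant grown at 25 °C; plate controls were DMSO-treated mutant yeast for no effect and medium wells lacking yeast for full effect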
APJ ag: agonists of human apelin receptor APJ, primary screen, CHO-K1 cells, PathHunter beta-arrestin, luminescence; 0% DMSO wells, 100% apelin; activation, % at 20 µM; hit rate 0.11% among 330,000; P35414;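 active = activation more than six SD over the plate average, tested at 20 µM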;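 note: 0% = DMSO alone and 100% = apelin-13 at 10 nM; some results filed as inactive read as strong as hits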
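Assay system: engineered CHO-K1 APJ arrestin reporter cells; Amount: 1000 CHO-K1 reporter cells seeded per well; Dosing: one dose, 20 µM compound, 1% DMSO; Times: compound stimulation 90 min at 25 °C, detection 60 min; Measured by: luminescent beta-gal fragment complementation, chemiluminescent substrate; Read-out: APJ–arrestin association signal; Controls: DMSO vs Apelin-13 10 nM.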
UPR CHOP act: activators of apoptotic CHOP UPR arm, primary screen, cell-based, CHO-CHOP luciferase reporter, luminescence, uHTS | UPR activation; percent of tunicamycin response over DMSO baseline | activation, % at 10 µM | hit rate 0.34% among 330,000;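 active = at 10 µM dose, activation of 40% or more, normalized to positive control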;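 note: 100% = tunicamycin at 10 µg/mL and 0% = DMSO alone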
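System: CHO-CHOP luciferase reporter cell line | Buffer or medium: F12 medium containing 10% fetal bovine serum | Doses: One dose, 10 µM in 0.5% DMSO | Times: 6 h compound exposure at 37 °C after overnight seeding | Signal: Luciferase luminescence | Read-out: % activation vs tunicamycin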
UPR XBP1 act: activators of adaptive XBP1 UPR arm, primary screen, cell-based, CHO-XBP1 luciferase reporter, luminescence, uHTS | IRE1-XBP1 UPR activation; percent of tunicamycin response, DMSO as zero | activation, % at 20 µM | hit rate 0.33% among 330,000 | AID 463104, 2010;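 active = versus positive control, 20 µM dose yields 30% or more activation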;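 note: 100% = tunicamycin at 10 µg/mL and 0% = DMSO only wells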
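Assay system: IRE1-XBP1 luciferase reporter CHO line. Input: 1000 cells/well. Buffer or medium: F12 with 10% serum. Doses: 20 µM, 1% DMSO. Times: overnight seeding at 37 °C, 6 h compound treatment at 37 °C. Technique: Steady-Glo luciferase glow luminescence, 10 min after reagent addition.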
Mdm2 MdmX PPI: inhibitors of human Mdm2-MdmX association, primary screen, cell-based, luminescence, split luciferase, SaOS-2, uHTS; SaOS-2 split-luciferase Mdm2/MdmX complementation; inhibition, % at 8 µM; hit rate 3% among 330,000;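 active = inhibition of at least 50% at 8 µM in the primary screen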
Target sequence (O15151 whole entry, looked up): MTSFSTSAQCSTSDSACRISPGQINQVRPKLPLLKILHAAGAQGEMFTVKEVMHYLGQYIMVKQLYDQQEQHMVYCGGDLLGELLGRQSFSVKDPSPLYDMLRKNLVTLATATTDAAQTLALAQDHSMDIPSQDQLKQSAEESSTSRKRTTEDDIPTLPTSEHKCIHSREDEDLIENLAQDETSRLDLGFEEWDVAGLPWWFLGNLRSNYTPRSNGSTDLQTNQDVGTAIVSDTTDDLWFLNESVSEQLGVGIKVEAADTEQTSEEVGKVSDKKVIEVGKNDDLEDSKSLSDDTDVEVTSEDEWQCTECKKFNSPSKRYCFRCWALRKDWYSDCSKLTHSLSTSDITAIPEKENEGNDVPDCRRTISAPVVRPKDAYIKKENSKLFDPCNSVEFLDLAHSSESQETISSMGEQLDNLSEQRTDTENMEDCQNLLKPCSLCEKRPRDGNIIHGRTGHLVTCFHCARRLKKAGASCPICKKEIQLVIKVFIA
Target sequence (Q00987 whole entry, looked up): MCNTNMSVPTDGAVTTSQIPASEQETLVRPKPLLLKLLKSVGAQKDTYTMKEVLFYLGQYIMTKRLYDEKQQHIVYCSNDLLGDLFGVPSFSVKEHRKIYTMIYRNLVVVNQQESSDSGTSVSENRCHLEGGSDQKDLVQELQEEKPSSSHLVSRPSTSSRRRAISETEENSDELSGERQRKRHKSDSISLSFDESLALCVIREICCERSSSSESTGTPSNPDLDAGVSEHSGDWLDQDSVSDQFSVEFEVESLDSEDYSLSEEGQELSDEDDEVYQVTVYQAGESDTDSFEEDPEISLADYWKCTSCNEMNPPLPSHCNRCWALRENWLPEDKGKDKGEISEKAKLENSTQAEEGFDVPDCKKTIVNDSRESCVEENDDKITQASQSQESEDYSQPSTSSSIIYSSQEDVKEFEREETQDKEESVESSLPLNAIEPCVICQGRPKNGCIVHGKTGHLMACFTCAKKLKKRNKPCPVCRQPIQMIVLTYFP
tim10-1 inh: growth inhibitors of tim10-1 mutant yeast, primary screen, luminescence, uHTS; S. cerevisiae tim10-1 ts strain growth, BacTiter-Glo, 24 h; hit rate 2.2% among 330,000; inhibition, % at 20 µM; AID 463190, 2010;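 active = inhibition of at least 40%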;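 note: mutant grown at 25 °C; 0% = DMSO wells with yeast and 100% = wells holding no yeast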
NLRP3 yeast inh: NALP3 inflammasome inhibitors in reconstituted yeast, primary screen, luminescence, uHTS | Yeast reconstituted NLRP3/ASC/caspase-1, beta-gal luminescence, 24 h | inhibition, % at 10 µM | hit rate 0.39% among 330,000;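 active = inhibition of 50% or more; inactive = inhibition below 50%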;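 note: plate controls were induced DMSO wells for no effect and uninduced yeast grown without galactose for full effect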
An asterisk follows results filed as active; x = no result given.

SMILES	TIM10 inh	GRIN3A LBD mod	tim23-1 inh	APJ ag	UPR CHOP act	UPR XBP1 act	Mdm2 MdmX PPI	tim10-1 inh	NLRP3 yeast inh
CCCCSc1nc(C)cc(NC(=S)Nc2ccc(OC)cc2)n1	5	-2	7	-1	3.4	3	8	31	14
CCCCCC1CC(/C(C)=N/NC(N)=O)OC1=O (stereo unspecified)	-13	0	10	1	-1.3	-3	9	8	18
O=C1c2ccccc2C(=O)N1Cc1ccccc1F	-2	-4	-1	-3	0.0	-1	-10	-20	-16
Cc1ccc(-n2c(SCC(=O)Nc3cccc(S(=O)(=O)NC4=NCCCCC4)c3)nc3ccccc3c2=O)cc1	5	0	6	-3	0.4	-3	32	13	13
O=C(c1ccco1)N1CCN(S(=O)(=O)c2ccc3[nH]c(=O)oc3c2)CC1	0	2	14	-3	-2.7	1	4	9	7
COc1ccc(-c2cc3c(=O)n(CC(=O)Nc4ccc(Cl)cc4)nc(C)n3n2)cc1	-10	-1	-1	1	0.7	1	67*	0	2
COCCCNC(=S)NNC(=O)C(O)(c1ccccc1)c1ccccc1	4	-2	-8	-4	-0.2	-2	-7	8	7
CCCCC(Sc1nc(N)c(NC(=O)c2ccc(OCC)cc2)c(=O)[nH]1)C(=O)O (stereo unspecified)	-4	-1	19	-2	-0.9	-1	0	5	1
Cc1ccc(C(=O)NNC(=O)c2cccc(S(=O)(=O)N3CCN(c4ccccc4)CC3)c2)cc1	3	-3	6	-1	-0.2	-1	12	13	24
Cc1ccc(C)c(C(=O)CSc2nc(N)cc(=O)[nH]2)c1	2	-1	1	-1	1.3	-3	-7	1	4
O=C(OCC(=O)N1CCN(c2ccccc2)CC1)c1ccc2ncsc2c1	-2	6	-5	-2	0.9	-3	4	12	16
COc1ccc(CCNC(=O)C2CC(=O)N(c3ccc(C)cc3)C2)cc1 (stereo unspecified)	6	-1	9	0	1.9	-3	-23	2	7
CCCCN(C(=O)c1cnccn1)c1c(N)n(CCC)c(=O)[nH]c1=O	-7	-2	-8	-2	-1.3	-4	19	-11	10
Cc1cc(NC(=O)C23CC4CC(CC(C4)C2)C3)n[nH]1	8	-3	24	-3	1.4	0	11	13	6
CCn1c(SCC(=O)Nc2cccc(S(=O)(=O)N(C)c3ccccc3)c2)nnc1C1CC1	-2	-1	1	-1	-1.1	-5	23	-4	23
COc1cccc(NC(=O)CSc2nc3ccccc3nc2N2CCCC2)c1	2	-10	14	2	4.8	1	64*	2	6
CC(C)(C)OC(=O)N1CC(O)CC1C(=O)OCC(=O)c1ccc(-c2ccccc2)cc1 (stereo unspecified)	9	1	21	-4	-0.2	-3	-4	16	15
COc1ccc(C(=O)NCc2c(C)nn(Cc3ccccc3)c2C)cc1S(=O)(=O)N1CCOCC1	13	2	10	-11	-0.4	-2	8	-5	4
CCCCCN(C(=O)CCC(=O)OCc1ccc(C(C)(C)C)cc1)c1c(N)n(CCCC)c(=O)[nH]c1=O	0	2	-5	-1	-1.9	-3	23	-1	11
CCOc1ccc(C=NNc2ccc(S(=O)(=O)Nc3ccccc3C(=O)O)cc2[N+](=O)[O-])cc1	14	5	17	-9	-0.2	2	15	23	24
C=CCNC(=S)N1CCN(Cc2ccccc2)CC1	-2	-1	7	1	0.8	2	14	-17	17
Cc1nc2c(-c3ccccc3)c(C)nn2c(C)c1CCC(=O)NC(C)CCc1ccco1 (stereo unspecified)	8	1	15	0	-0.7	7	12	35	10
COc1ccc(NC(=O)Cn2nnc(C(=O)Nc3ccc(F)c(Cl)c3)c2N)cc1	-27	-84	2	0	2.3	1	59*	-15	0
Cc1cc(Br)ccc1OCCN1CCCC1	-11	4	-14	-4	2.4	-5	-25	7	40
Cc1ccc(NC(=O)CC(NC(=O)c2ccccc2Cl)c2ccccc2)nc1 (stereo unspecified)	-6	1	-4	-5	-3.2	-3	26	0	12
COc1cc(/C=N/n2cnc3c(sc4nc(C)cc(C)c43)c2=O)ccc1O	1	26*	-29	3	36	13	33	1	2
CCn1ccnc1[C@@H]1C[C@H]2CN(Cc3cccc(Cl)c3)C(=O)[C@]23CCCN13	9	-1	1	-1	4.2	0	-34	5	-11
Cc1cc(C(=O)OCC(=O)Nc2ncc(C(F)(F)F)cc2Cl)c(C)o1	-2	-1	15	3	1.1	0	10	25	15
COC(=O)c1c(NC(=O)CCC(=O)O)sc(Cc2ccccc2)c1C	9	0	9	-2	2.6	-1	9	3	18
COC(=O)[C@]12C(=O)NC[C@H](CN1c1ccc(C(F)(F)F)cc1)N2C	3	-1	20	-3	0.8	0	-1	7	11
Cc1cccn2c(=O)nc(SCC(=O)N3CCCC3)nc12	5	x	9	-5	3.1	0	11	3	3
O=C(O)c1ccc(-c2ccc(-c3ccccc3)cc2)s1	6	x	18	-1	-8.8	-16	-117	-18	31
Cc1cc(C)n(S(=O)(=O)c2cccc([N+](=O)[O-])c2)n1	13	-1	11	8	-0.9	-5	6	13	15
CCOC(=O)C1(O)CC(C)=NN1C(=O)c1cccc(Br)c1 (stereo unspecified)	-17	1	5	0	0.5	-3	14	-19	25
COc1ccc(NC(=O)CSc2nnc(NC(=O)C3CCC3)s2)c(OC)c1	6	-40	-1	-2	-0.4	-3	-8	-11	7
C#CCOCCOCCOCCNc1nc(N2CCOCC2)nc(N2CCN(C(=O)CCCCCCCCCCNC(=O)[C@@H](CCSC)n3cc(CCO)nn3)CC2)n1	11	-1	16	-6	0.9	-3	16	16	-4
Clc1cccc(N2CCN(Cc3nc(-c4ccccc4)no3)CC2)c1	0	1	15	-4	1.7	2	12	24	6
CC(=O)c1cccc(NC(=O)Nc2nc(C)cc(C)n2)c1	10	-1	7	-1	5.9	0	-39	23	16
COc1cc(OC)c(-c2nnc3n(CCc4ccccc4)c(=O)c4ccccc4n23)cc1OC	12	x	0	0	1.7	0	0	-2	11
Cc1ccc(SCc2nc3ncccn3c2Br)cc1	-10	-2	6	-3	1.0	8	19	22	34

Mdm2 MdmX PPI, entries above that show a hit
compound | GRIN3A LBD mod | Mdm2 MdmX PPI | NLRP3 yeast inh
COc1ccc(-c2cc3c(=O)n(CC(=O)Nc4ccc(Cl)cc4)nc(C)n3n2)cc1 | -1 | 67* | 2
COc1cccc(NC(=O)CSc2nc3ccccc3nc2N2CCCC2)c1 | -10 | 64* | 6
COc1ccc(NC(=O)Cn2nnc(C(=O)Nc3ccc(F)c(Cl)c3)c2N)cc1 | -84 | 59* | 0

(listing goes on)
SMILES	TIM10 inh	GRIN3A LBD mod	tim23-1 inh	APJ ag	UPR CHOP act	UPR XBP1 act	Mdm2 MdmX PPI	tim10-1 inh	NLRP3 yeast inh
O=C(c1ccc2nc(Cc3cccc(Cl)c3)oc2c1)N1CCOCC1	7	-1	7	-2	2.2	-1	-63	15	23
COc1cccc2cc(CC(=O)c3ccc(C)c(C)c3)c(=O)oc12	25	5	18	-4	6.0	8	-24	11	25
CC(C)(C(N)=O)N1CCN(c2ncc(C(F)(F)F)cc2Cl)CC1	0	-2	18	-1	-1.7	-9	5	-5	18
Cc1ccc(-c2ccc(C(=O)NCc3ccc(Cl)cc3)o2)c2ccccc12	28	-12	43	4	-0.5	-2	37	32	29
COc1cc(C(O)c2nc3ccccc3n2C)cc(OC)c1OC (stereo unspecified)	-5	-1	14	-2	-2.1	-5	14	3	7
COc1ccc(C(=O)NC2(C(F)(F)F)NC(=O)N(CCCc3ccccc3)C2=O)c(OC)c1OC (stereo unspecified)	14	-11	29	4	4.7	0	11	23	1
Cc1sc2nc(N)sc2c1C	5	2	14	-2	0.3	-4	24	10	2
COc1ccc(OCc2ccc(C(=O)NN)cc2)cc1	0	-1	17	7	0.8	1	4	10	23
Cn1c(=O)c2c(nc(SCCCC#N)n2Cc2ccccc2F)n(C)c1=O	5	0	8	-3	0.6	1	16	7	24
Cc1ccc(-c2nnc(Nc3ccc(OCC(N)=O)cc3)c3ccccc23)cc1S(N)(=O)=O	10	4	-3	-2	1.1	-1	1	-11	-4
CC1CCN(C(=O)CNC(=O)c2ccc(Br)o2)CC1	-3	-1	-13	-1	3.7	3	-3	-8	10
COc1ccc(OCC(=O)Nc2c3c(nn2-c2ccccc2)CS(=O)(=O)C3)cc1	0	1	-8	4	-0.3	0	16	-5	15
CCN1CCCC1CNC(=O)CCc1nc(-c2ccc(C)cc2)no1 (stereo unspecified)	-8	-2	-1	0	0.6	-1	7	0	-6
CC(C)(C)OC(=O)C[C@@H]1C/C=C\C[C@H](CC(=O)N[C@H](CO)Cc2ccccc2)C(=O)N[C@H](Cc2ccccc2)COC1=O	7	2	-4	0	1.6	1	-8	2	11
O=C(CCN1C(=O)[C@@H]2Cc3ccccc3CN2C1=O)N[C@@H](Cc1ccccc1)C(=O)O	-4	1	-8	-5	-2.1	-2	-9	-23	14
CCOC(=O)c1cccc(NC(=O)c2ccc(N(C)C)cc2)c1	-2	2	11	-4	3.5	-2	-23	-24	29
COc1ccccc1CNC(=O)c1cc(C(=O)CC(C)C)c[nH]1	-1	0	0	0	1.6	-3	-9	-5	4
COCCC(=O)N1CCC(Oc2ccc(C(=O)NCCCC3CCCC3)cc2)CC1	-1	1	13	4	-0.8	-7	-18	20	27
CCOc1ccc2nc(NC(=O)Nc3ccccc3)sc2c1	6	35*	-2	6	7.0	2	-141	10	8
Cn1nc(-c2ccccc2)c(-c2nc(-c3cccc(C(F)(F)F)c3)no2)c1Cl	10	3	9	-6	2.9	1	7	9	7
COc1ccc(OCC(=O)Nc2cc3oc4ccccc4c3cc2OC)cc1	9	-11	0	-2	6.3	25	93*	13	5
CCOC(=O)c1cccc(S(=O)(=O)N(CCO)Cc2cc3cc(OC)ccc3[nH]c2=O)c1	5	-1	19	1	-3.0	3	-3	-6	4
CCCCN(C(=O)/C=C/c1ccc(OCC(C)C)c(OCC)c1)c1c(N)n(CCC)c(=O)[nH]c1=O	12	-22	-1	-3	0.5	2	28	13	-7
Cn1c(=O)oc2cc(S(=O)(=O)NCc3ccncc3)ccc21	-4	-2	-4	-4	-0.9	-2	-2	12	3
CC(Oc1ccc(Cl)cc1Cl)c1ccnc2nc(N3CCOCC3)nn12 (stereo unspecified)	22	-2	16	-2	-1.3	-3	13	35	24
COc1ccc(C2=NN(CN3C(=O)C(=O)c4ccccc43)C(c3ccc(OC)cc3)C2)cc1 (stereo unspecified)	3	0	24	-4	2.7	0	-43	25	28
